Assay outcomes from PubChem.
IL1B secr inh = blocks inflammasome-driven IL-1 beta release; THP-1 LPS/ATP IL-1B secretion, AlphaLISA, 16 h; active compounds read low; activity change, % at 57.5 µM; actives 4.7% (n = 360,000); AID 743279; in the data active means activity change below about -50%; inconclusive means mostly about -30% to -49%; further: on the % scale 0 is the no-effect control and ±100 the full control effect
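Secreted IL-1B measured by AlphaLISA bead assay after 16 h compound exposure of THP-1 cells; compounds (final up to 57.5 uM) added 1 h before LPS (250 ng/mL) and ATP (1.25 mM) stimulation; lower signal means less secretion.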
HepG2 viability = kills HepG2 cells in TGF-b inhibitor counter-screen | HepG2 CAGA-GFP viability, ATP luminescence, 18 h | Potency, µM (series often up to 46.1 µM), inactives show top-dose activity change, negative = cytotoxicity, hits mostly cytotoxic | actives 0.76% (n = 410,000) | AID 588856; further: potency means the concentration at half of the fitted maximal effect; some results filed as inactive show a strong effect at the top dose
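HepG2 CAGA-GFP cells (1000/well, DMEM with 1% FBS) received compound, then TGF-beta at 500 pg/mL final, and were incubated 18 hours at 37 degrees C. Viability was read by CellTiter-Glo luminescence. Media-only wells were set as complete cell-killing and DMSO as no toxicity.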
TGFb SMAD3 inh = inhibitors of TGF-b signaling. HepG2 CAGA-GFP TGF-b/SMAD3 reporter, GFP fluorescence, 18 h; TGF-beta stimulated, 500 pg/mL final. Potency, µM (series often up to 46.1 µM), for the others: top-dose activity, negative = inhibition, usual class: inhibitors. actives 1.2% (n = 410,000); further: potency means the concentration at half of the fitted maximal effect; on the % scale 0 is the no-effect control and ±100 the full control effect; nearly all actives have a fitted effect of over 65% in size
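GFP signal (ex488/em500-530) from TGF-beta-stimulated HEPG2 CAGA-GFP cells, 500 pg/mL final, 18 h at 37 degrees C in DMEM plus 1% FBS, normalized to unstimulated and DMSO-stimulated controls.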
ATXN2 expr inh = reduces ATXN2 reporter expression in HEK-293 cells | HEK-293 ATXN2-luciferase reporter, luminescence, 24 h | Potency, µM (highest dose often 57 µM), for inactives: top-dose activity change, negative = inhibition, usual class: inhibitors | actives 0.72% (n = 360,000); further: potency means the concentration at half of the fitted maximal effect; on the % scale 0 is the no-effect control and ±100 the full control effect; nearly all actives have a fitted effect of over 55% in size
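qHTS (up to 57 uM final) was run with 24 h compound exposure of reporter cells at 37 °C. Each well was multiplexed: SteadyGlo luminescence measured ATXN2-luciferase expression after a fluorogenic Gly-Phe-AFC viability readout (25 uM final).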
Nrf2 ARE act = activates Nrf2 signaling; Potency, µM (top dose mostly 46.1 µM), inactives show top-dose activation, most hits filed as activators; actives 0.31% (n = 410,000); AREc32 ARE-luciferase reporter (MCF7-derived line), luminescence, 24 h; further: potency means the concentration at half of the fitted maximal effect; % of control where 0% means no effect; nearly all actives have a fitted effect of over 65% in size
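Steps: seed AREc32_Fluc cells (1000/well, 5% FBS OPTI-MEM); incubate overnight at 37 deg C; add 23 nL compound; incubate 24 hr; add Steady-Glo; hold 30 min RT; read luminescence.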
ATXN viability = cell viability loss in ATXN counter-screen. S2 cells (HEK-293 line with an ATXN2-luciferase reporter) viability, CellTiter-Fluor protease fluorescence, 24 h. Potency, µM (highest dose often 56.7 µM), hits mostly cytotoxic. actives 0.49% (n = 400,000); further: potency means the concentration at half of the fitted maximal effect; nearly all actives have a fitted effect of over 40% in size
Nrf2 block = Nrf2 pathway inhibition | A549 ARE-Fluc reporter, luciferase luminescence, 18-24 h | Potency, µM (top dose mostly 46 µM), for inactives: top-dose activity change, negative = inhibition, actives largely listed as inhibitors | actives 2.1% (n = 360,000) | AID 504444; further: potency means the concentration at half of the fitted maximal effect; on the % scale 0 is the no-effect control and ±100 the full control effect; nearly all actives have a fitted effect of over 60% in size
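A549 ARE_Fluc cells, 5000/well, 5% FBS OPTI-MEM; compounds in dose-response, 18-24 h at 37 °C/5% CO2; CellTiter-Fluor viability read (Ex 405/Em 525), then BugLite luciferase luminescence = Nrf2 activity.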
A549 viability = counter-screen for Nrf2 inhibitors: cytotoxicity in A549 cells | A549 ARE-Fluc cells, CellTiter-Fluor viability, 18-24 h | Potency, µM (titrated, usually from 46 µM), for the others: at the top dose activity change, negative = cytotoxicity, actives largely listed as inhibitors | actives 0.16% (n = 390,000); further: potency means the concentration at half of the fitted maximal effect; on the % scale 0 is the no-effect control and ±100 the full control effect
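Cytotoxicity counterscreen: CellTiter-Fluor fluorescence was measured in A549 ARE_Fluc cells after 18-24 h of compound exposure in a concentration series. The subsequent BugLite luminescent read reports ARE-luciferase activity.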
MCF10A rerep = inducers of DNA re-replication in MCF 10A breast cells; MCF 10A DNA re-replication, Hoechst nuclear intensity, 48 h; Potency, µM (highest dose often 46.1 µM), inactives show top-dose activity, positive = re-replication, usual class: activators; actives 2.9% (n = 350,000); AID 624296; further: potency means the concentration at half of the fitted maximal effect; % of control where 0% means no effect; nearly all actives have a fitted effect of over 50% in size
An asterisk follows results filed as active; i = inactive; ? = inconclusive; / = no result given; ! = not active in a repeat; [ ] = remark or other dose. Unless noted, the call rests on the fitted dose curve; in most records, active means well fitted curve in the direction sought with a large enough effect; inconclusive means small, poorly fitted or top-dose-only effect, or another doubt; inactive means no such curve, though single readings can be large; an effect the other way counts as inactive or inconclusive. No enrichment for hits. Share with any hit: about 8.8%.

molecule | IL1B secr inh | HepG2 viability | TGFb SMAD3 inh | ATXN2 expr inh | Nrf2 ARE act | ATXN viability | Nrf2 block | A549 viability | MCF10A rerep
Cc1nnc(NC(=O)CSc2nnc(CNC(=O)c3ccc(F)cc3)o2)s1 | -14 | -15% | -13% | -21% | -0.8% | i | 1% | -2% | 13%
CN(C)CCN(C(=O)c1ccc(N2C(=O)CCC2=O)cc1)c1nc2cc3c(cc2s1)OCO3 | -19 | -2% | -10% | 16% | -0.4% | i | 10% | 2% | 5%
Cc1ccc(N2CN(Cc3cccnc3)CNC2=S)cc1 | 2 | -9% | -7% | 6% | 0.2% | i | 14% | 8% | -1%
O=C(COc1ccc(Br)cc1)Nc1nnc(C2CC2)s1 | -9 | -22% | -1% | 5% | -0.7% | i | 12% | 0% | -5%
CC(=O)N1c2ccc(S(=O)(=O)N3CCCC(C(=O)N4CCCCC4)C3)cc2CC1C (stereo not given) | 18 | -18% | -12% | -7% | -0.5% | i | ? | -1% | 5%
O=C(NCCCN1CCN(c2ccc(F)cc2)CC1)C1CCCN(c2ncnc3c2nc2n3CCCCC2)C1 (stereo not given) | ? | -23% | -25% | ? | -0.1% | ? | 8% | 1% | ?
Cc1ccc(OCC(=O)Nc2ccc(C(=O)O)cc2NC(=O)COc2ccc(C)c(C)c2)cc1C | -4 | 0% | -16% | -5% | -0.6% | i | -14% | -3% | 4%
COc1ccc(NS(=O)(=O)c2ccc(C(=O)N(C)Cc3ccc(C)o3)cc2)cc1 | -11 | -17% | -22% | -22% | 0.1% | i | ? | -5% | 11%
CC1(C)CC(=O)C=C(Nc2ccc(F)cc2F)C1 | 0 | -5% | -26% | 5% | 1.2% | i | / | 0% | -9%
CC1CCN(C(=S)NC(=O)c2cccs2)CC1 | 33 | -5% | -5% | 8% | 0.5%[9.22 µM] | i | 6% | -8% | -7%
CN(C(=O)c1cc2n(n1)C(C(F)(F)F)CC(c1ccco1)N2)c1ccccc1 (stereo not given) | -19 | 4% | 5% | -1% | -0.9% | i | -5% | -4% | 3%
Cc1ccc(C)c(OCc2nnc(NC(=O)c3ccc4c(c3)OCO4)s2)c1 | 6 | -3% | 2% | -9% | -0.3% | i | 14% | 0% | -1%
O=S1(=O)CCN(Cc2ccccc2Cl)CC1 | 17 | -9% | -20% | 0% | 0.4% | i | -15% | 1% | -8%
CC(=O)Nc1ccc(-c2ccnc3c2CC(C(=O)NCc2ccccc2)O3)cc1 (stereo not given) | 60 | 0% | ? | 20% | 0.5% | ? | / | / | /
CCOc1ccccc1CN1CCNC(=O)C1CC(=O)NCc1nccn1CC (stereo not given) | 10 | -3% | 8% | -4% | 0.4% | i | 2% | 0% | 0%
CCOC(=O)N1CCN(C(=O)CNS(=O)(=O)c2cccs2)CC1 | -19 | 1% | 6% | 33%[activator] | 0.1% | i | 16% | -4% | 6%
O=C(CCN1CCN(c2ccccc2)CC1)Nc1ccc2c(c1)OCO2 | -16 | -21% | 7% | -2% | 0.0% | i | 0% | -1% | 3%
CCOc1ccc(NC(=O)N(C)CCc2c(C)nn(C)c2C)cc1 | / | -5% | 17% | 2% | -0.1% | i | / | 2% | /
COc1ccc2ccccc2c1CN1CCN(C(=O)c2ccco2)CC1 | -52* | -8% | 7% | -27% | 0.6% | i | -16% | 2% | 9%
COc1cc(C(=O)NC2CCN(C)CC2)ccc1Nc1ncc2c(n1)N(C1CCCC1)CCC(=O)N2C(C)C | -9 | -48% | -2% | 6.1µM*! | 4.4% | 28µM* | -9% | -13% | ?
CCCn1c(NCc2cccs2)nc2ccccc21 | 0 | 3% | 5% | 13% | 0.0% | i | 1% | 2% | 1%
CC(=O)Oc1ccccc1Cn1c(C)c(C(=O)NCc2cccc([N+](=O)[O-])c2)sc1=O | -24 | -10% | ? | -15% | 2.9% | i | / | / | /
COc1cc([N+](=O)[O-])cc(/C=C2/SC(=S)N(Cc3ccccc3)C2=O)c1O | 3 | -34% | ? | / | 1.9% | / | 21µM* | 3% | ?
Cc1ccc(C)c(NC(=O)CN(C)C(=O)c2oc3c(Cl)cccc3c2C)c1 | 18 | -5% | -10% | -15% | 4.0% | i | -25% | -14% | ?
O=C(CN(C(=O)c1nsc(Cl)c1Cl)c1ccc(F)cc1)NC1CCCC1 | -20 | 5% | -30% | -12% | -0.5% | i | -2% | -8% | 0%
CCN(CC)C(=O)c1n[nH]c(=O)c2ccccc12 | 0 | 8% | -1% | 1% | -0.6% | i | 11% | -8% | -4%
Cc1c2cnn(-c3ccccc3)c(=O)c2c(C)n1C(C)C(=O)Nc1ccc(Br)cc1F (stereo not given) | / | -5% | ? | 4% | -0.3% | i | -12% | -4% | /
Cc1ccc(C(=O)N2CCNC(=O)C2CC(=O)Nc2ccccc2)cc1 (stereo not given) | -11 | -4% | 7% | 5% | -0.4% | i | 12% | 7% | -4%
COc1ccc(S(=O)(=O)N2CCOCC2)cc1NC(=O)c1sccc1C | -10 | 5% | -3% | -14% | 0.1% | i | ? | -12% | 0%
CC(C)(C)C(=O)Nc1cc2nn(-c3ccccc3)nc2cc1Cl | 49 | -8% | -14% | ? | -0.8% | i | ? | 5% | ?

Limited to ATXN2 expr inh and Nrf2 block, for some of the entries so far:
mol	ATXN2 expr inh	Nrf2 block
CCN(CC)C(=O)c1n[nH]c(=O)c2ccccc12	1%	11%
O=C(CCN1CCN(c2ccccc2)CC1)Nc1ccc2c(c1)OCO2	-2%	0%
COc1ccc2ccccc2c1CN1CCN(C(=O)c2ccco2)CC1	-27%	-16%
CC1CCN(C(=S)NC(=O)c2cccs2)CC1	8%	6%

Next section
molecule | IL1B secr inh | HepG2 viability | TGFb SMAD3 inh | ATXN2 expr inh | Nrf2 ARE act | ATXN viability | Nrf2 block | A549 viability | MCF10A rerep
Cc1cc(-c2nsc(=O)o2)c(S(C)(=O)=O)s1 | 0 | -2% | 14% | / | -0.3% | / | 3% | -16% | 5%
Cc1cc(C(=O)COC(=O)CC2Sc3ccccc3NC2=O)c(C)n1-c1cccc(C(F)(F)F)c1 (stereo not given) | 27 | -15% | -29% | / | 5.6% | ? | -3% | 1% | -2%
Cc1ccc2cc3cc(C(=O)NC4CC4)oc3nc2c1 | -1 | -9% | 9% | / | 4.2% | ? | 0% | -10% | 17%
Nc1c(-c2ccccc2)cnc2cc(-c3ccccc3)nn12 | -8 | -39% | ? | 74%[activator] | 5.5% | i | ? | 4% | -3%
CC1=Nc2ccccc2N=C(NC(=O)c2ccccc2)C1c1ccccc1 (stereo not given) | ? | 2% | 6% | 8%[11.3 µM] | 17% | i | -2% | 1% | 1%
CC1(C)Cc2c(ccc3ccccc23)C(=O)N1 | ? | -21% | -12% | 22% | -0.9% | i | ? | -1% | 11%
C=CCn1cccc(C(=O)Nc2cc(OC)cc(OC)c2)c1=O | -14 | 1% | 1% | 31% | 6.0% | i | 6% | -2% | 17%
CCOC(=O)C1CCCN(S(=O)(=O)c2c(C(=O)N3CCCCC3)c(C)n(C)c2C)C1 (stereo not given) | -1 | 7% | 0% | 2% | -1.6% | i | -1% | -2% | 1%
COC(=O)[C@]1(C)N[C@H](CN(C)S(=O)(=O)c2ccc(C)cc2)[C@@H]2C(=O)N(C)C(=O)[C@@H]21 | 19 | -1% | -4% | 4% | -0.7% | i | 19% | -7% | -12%
CCc1cc(C(=O)Nc2sc(C)c(CC)c2C#N)no1 | / | -22% | -5% | / | 3.4% | / | ? | 2% | /
CC(C)(C)NC(=S)NNC(=O)c1ccc2ncccc2c1 | 1 | 3% | -5% | 53%[activator] | 0.6% | i | ? | 1% | -1%
CC(=O)c1ccccc1OCCOCCOCCOc1ccccc1C(C)=O | -16 | -25% | 6% | -18% | 0.2% | i | -18% | 0% | 9%
COc1cccc(CNC(=O)Cn2cc3c(n2)CCCC3)c1 | 12 | -3% | ? | 9% | 0.2% | i | 2% | 1% | 9%
CC(Sc1nc(-c2ccccc2)cc(C(F)(F)F)n1)C(=O)O (stereo not given) | 39 | -53% | -18% | -15% | 1.8% | i | ? | 3% | 6%
CC(=O)NC(CC(=O)N(Cc1ccccc1)c1cccc(C)c1)c1ccccc1 (stereo not given) | 5 | -5% | 14% | 0% | 1.9% | i | 1% | -4% | 16%
C/C(=N\NC(=O)CN1CCN(S(=O)(=O)c2ccc(C)cc2)CC1)c1ccc(O)cc1 | 16 | -12% | 0% | -2% | -1.0% | i | -24% | 0% | 0%
COc1ccc(-c2cc(=O)c3c(OC)c(OC)c(OC)c(OC)c3o2)cc1 | ? | -30% | -14% | -29% | -0.7% | i | -30% | 6% | -1%
CCc1nnc(NC(=O)c2ccc(COc3ccccc3)o2)s1 | 0 | -2% | -11% | 2% | 2.7% | i | -30% | -4% | 13%
COc1cc(-n2c(-c3ccccc3)n[nH]c2=S)c(OC)cc1Cl | 30 | -12% | -4% | -6% | 2.1% | i | 3% | 4% | -7%
O=C(CSCc1ccccc1)Nc1ccc(F)cc1F | -1 | 2% | -2% | 13% | -0.4% | i | 9% | 1% | 6%
Cc1ccc(C(=O)CN(C(=O)c2ccc(Cl)c(Cl)c2)N2C(=O)C3CCCCC3C2=O)cc1 (stereo not given) | 7 | -2% | 0% | -1% | 0.0% | i | -13% | 13% | 17%
